ERp5 inh: inhibitors of human ERp5 | Q15084 | ERp5 insulin aggregation, absorbance 650 nm, 90 min | inhibition, % at 9.99 µM | actives 0.05% (n = 350,000) | AID 651711;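 active = mean replicate inhibition above about 25%, with every replicate also reaching it, limit read from the data, passing the limit was not always enough; inconclusive = only one of those two criteria met; inactive = neither criterion met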
ARNT TACC3 PPI: ARNT/TACC3 interaction disruption; AlphaScreen His-ARNT PAS-B/GST-TACC3 binding, luminescence; TACC3 fragment carries E629A point mutation; actives 0.66% (n = 390,000); inhibition, % at 9.99 µM;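 active = mean inhibition of replicates at least 50% and at least half of replicates each reaching 50%; inconclusive = half or more replicates reach 50% but mean below 50%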;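 note: 0% = complete ARNT plus TACC3 wells and 100% = ARNT alone without TACC3; many hits fall short of the cut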
CASP6 VEID inh: caspase-6 (human) enzyme inhibition; purified caspase-6, Z-VEID-R110 cleavage fluorescence; actives 0.53% (n = 350,000); AID 686996; inhibition, % at 12.5 µM;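 active = mean inhibition across replicates at least about 35%, with every replicate also reaching that limit, limit read from the data; inconclusive = only one of the two criteria met; inactive = neither criterion met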;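 note: 0% = median of neutral control wells and 100% = no fluorescence left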
E-selectin induc: E-selectin induction on HUVECs. P16581. activation, % at 7.58 µM. actives 0.37% (n = 260,000). HUVEC E-selectin immunofluorescence imaging; normalized: neutral wells 0, TNF-alpha wells 100;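 active = mean E-selectin-positive cell signal at least 10% of the positive control, reached in at least 60% of replicates, without over 20% cell loss; inconclusive = no rule given, readout overlaps actives, possibly toxicity-flagged; inactive = the rest, including those meeting only one limit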;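 note: in these data hits start at about 27%; measured in HUVEC primary endothelial cells; signal is the percent of cells scored E-selectin positive by PE staining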
Target sequence (P16581 whole entry, looked up): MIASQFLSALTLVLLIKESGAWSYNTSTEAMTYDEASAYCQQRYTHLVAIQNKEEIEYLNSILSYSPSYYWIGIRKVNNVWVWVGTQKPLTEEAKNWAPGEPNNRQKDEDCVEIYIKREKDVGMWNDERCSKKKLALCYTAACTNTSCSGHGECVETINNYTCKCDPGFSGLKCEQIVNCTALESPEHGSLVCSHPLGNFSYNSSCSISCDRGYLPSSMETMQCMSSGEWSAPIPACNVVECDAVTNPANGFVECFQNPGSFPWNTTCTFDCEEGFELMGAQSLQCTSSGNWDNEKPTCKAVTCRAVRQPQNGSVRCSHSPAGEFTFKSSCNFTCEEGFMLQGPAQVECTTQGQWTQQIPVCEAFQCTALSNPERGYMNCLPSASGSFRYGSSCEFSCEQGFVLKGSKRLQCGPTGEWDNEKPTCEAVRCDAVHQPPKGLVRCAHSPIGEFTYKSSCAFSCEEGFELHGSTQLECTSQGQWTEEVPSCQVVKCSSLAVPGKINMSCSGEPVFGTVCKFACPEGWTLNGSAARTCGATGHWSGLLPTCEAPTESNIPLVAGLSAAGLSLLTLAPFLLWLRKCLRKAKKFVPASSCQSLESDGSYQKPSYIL
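Assay system: HUVEC primary endothelial cells. Input: 3,000 HUVEC seeded per well. Doses: one compound dose added by pin transfer. Read-out basis: % PE-positive cells. Benchmarks: TNF-alpha high, DMSO low. Detection: immunofluorescence imaging. Buffer or medium: EGM-2, gelatin.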
PglD inh: blocks C. jejuni PglD acetyltransferase activity | purified PglD enzyme, DTNB colorimetric CoA detection | inhibition, % at 12.5 µM | actives 0.098% (n = 360,000) | AID 602405; in the data active = inhibition above about 16%, passing the limit was not always enough; inconclusive = no clear call, values can overlap the other calls; note: strong numbers were not always called active
RAD54 branch: blocks human RAD54 Holliday junction branch migration; Q92698; FAM/BHQ fluorescence; inhibition, % at 10.4 µM; actives 0.14% (n = 360,000); AID 602329;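 active = mean normalized replicate activity at least 40 and at least half of replicates scoring 40 or more; inconclusive = only one of the two criteria met; inactive = mean below 40 and under half of replicates reaching 40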;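 note: 0% = median of neutral control wells and 100% = median of positive control wells; inhibitors cause a drop in the FAM fluorescence signal; in these data hits start at about 50%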
esBAF inh: inhibitors of esBAF chromatin remodeling in mouse ES cells; actives 2% (n = 350,000); Bmi1-luciferase knock-in reporter, 24 h; 100% = twice the neutral-well signal; reporter increase, % at 12.5 µM; in the data active = activation above about 40%; inconclusive = no clear call, values can overlap the other calls;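 note: 0% = median of the plate's neutral control wells and 100% = double that signal; a rise in the Bmi1 reporter signal indicates esBAF inhibition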
RAD52 inh: RAD52 (human) annealing inhibition. P43351. recombinant RAD52 DNA annealing, FRET fluorescence. inhibition, % at 18.7 µM. actives 0.46% (n = 360,000). AID 651710;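 active = every replicate showing at least 50% inhibition; inconclusive = mean inhibition at least 50% but not in every replicate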
Target sequence (P43351 whole entry, looked up): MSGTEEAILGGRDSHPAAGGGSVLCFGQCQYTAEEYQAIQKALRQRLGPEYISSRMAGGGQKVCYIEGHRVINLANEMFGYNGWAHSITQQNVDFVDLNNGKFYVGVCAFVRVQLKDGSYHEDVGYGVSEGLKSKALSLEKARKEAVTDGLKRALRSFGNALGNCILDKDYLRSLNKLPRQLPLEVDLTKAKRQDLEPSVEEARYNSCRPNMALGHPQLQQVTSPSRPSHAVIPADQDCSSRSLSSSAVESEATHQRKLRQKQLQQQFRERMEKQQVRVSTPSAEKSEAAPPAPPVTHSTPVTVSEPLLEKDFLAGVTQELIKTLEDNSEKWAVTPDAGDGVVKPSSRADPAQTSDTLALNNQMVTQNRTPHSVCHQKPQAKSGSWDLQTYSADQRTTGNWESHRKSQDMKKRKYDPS
The depositor's hits bear a star; ? = inconclusive; · = not tested or not shown; & = joins results of further samples. Not a hit list; overall some 3.2% were active at least once.

SMILES	ERp5 inh	ARNT TACC3 PPI	CASP6 VEID inh	E-selectin induc	PglD inh	RAD54 branch	esBAF inh	RAD52 inh
CC(Sc1nn(-c2ccc(F)cc2)c(=S)s1)C(=O)c1c(N)n(C)c(=O)n(C)c1=O (centres undefined)	12	17	2	6.0	0	10	3	-19
CCCNS(=O)(=O)c1ccc(CCC(=O)N2CCCCC2)cc1	·	-8	·	·	2	-5	-5	·
O=C(O)C1CC=CCC1C(=O)NCCCCc1ccccc1 (centres undefined)	-1	3	0	-0.4	·	·	·	-5
CCCN1C[C@@H](C)[C@@H](OC)CN(C)C(=O)c2ccc(NC(=O)COC)cc2OC[C@@H]1C	-4	-3	1	0.1	1	-4	-4	23
COc1cc(O)c(C(CC(=O)N2CCOCC2)c2cc(OC)c(OC)c(OC)c2)c(OC)c1 (centres undefined)	·	-3	·	0.0	-3	9	-4	·
COc1ccc(-n2ccc(=O)c(C(=O)Nc3ccc(S(=O)(=O)Nc4nccs4)cc3)n2)cc1	-4	-53	3	·	0	-1	-5	-35
CO[C@@H]1CN(C)C(=O)c2ccc(NC(=O)c3cnccn3)cc2OC[C@H](C)N(CC2CC2)C[C@H]1C	4	·	2	0.2	·	·	·	1
CCC(=O)O/N=C(\N)c1ccc(Oc2cc(C)c(Cl)c(C)c2)c([N+](=O)[O-])c1	4	1	0	·	·	·	-2	-11
CCc1ccc(N2CC(C(=O)OCC(=O)Nc3ccccc3C)CC2=O)cc1 (centres undefined)	-4	-10	1	·	-3	1	0	-6
CN(C)CC(=O)N1CC[C@@H]2[C@H]1c1cc(Br)ccc1N(C)[C@H]2CO	·	11	·	1.8	3	10	-3	·

Three compounds out of the list above, sorted by the value under ARNT TACC3 PPI, falling:
smiles	ERp5 inh	ARNT TACC3 PPI	CASP6 VEID inh	PglD inh	esBAF inh	RAD52 inh
CCCN1C[C@@H](C)[C@@H](OC)CN(C)C(=O)c2ccc(NC(=O)COC)cc2OC[C@@H]1C	-4	-3	1	1	-4	23
CCc1ccc(N2CC(C(=O)OCC(=O)Nc3ccccc3C)CC2=O)cc1 (centres undefined)	-4	-10	1	-3	0	-6
COc1ccc(-n2ccc(=O)c(C(=O)Nc3ccc(S(=O)(=O)Nc4nccs4)cc3)n2)cc1	-4	-53	3	0	-5	-35

Next part.
SMILES	ERp5 inh	ARNT TACC3 PPI	CASP6 VEID inh	E-selectin induc	PglD inh	RAD54 branch	esBAF inh	RAD52 inh
COCCn1nnnc1C(c1ccc2ncccc2c1)N1CCc2ccccc21 (centres undefined)	-2	9	1	·	0	9	0	-5
CCNC(=S)NNC(=O)c1cc(-c2cccnc2)nc2ccccc12	0	7	3	·	·	·	·	-9
Cc1noc(NS(=O)(=O)c2ccc(NC(=O)c3cc(S(=O)(=O)Nc4ccc(F)cc4)ccc3Cl)cc2)c1C	1	33	3	·	0	6	-5	-1
C[C@H](CO)N1C[C@H](C)[C@H](CN(C)C(=O)Nc2ccc3c(c2)OCO3)Oc2ncc(-c3cccc(C(F)(F)F)c3)cc2C1=O	1	4	3	0.1	2	-7	-4	5
Cc1cccc(C)c1NC(=O)NC1(C(=O)NCCN2CCOCC2)CCCCC1	13	5	3	-0.5	·	·	·	-10
O=[N+]([O-])c1ccc(N/N=C/c2sc(N3CCOCC3)nc2-c2ccccc2)c(S(=O)(=O)Nc2ccc(Cl)cc2)c1	-2	5	-5	·	·	·	·	-23
COCCn1c(=O)[nH]c2cc(C(=O)NCCN3CCN(c4ccc(OC)cc4)CC3)ccc2c1=O	·	8	·	·	3	7	-1	·
CCc1ccc(/C=N/NC(=O)c2ccc(OC3CCCC3)cc2)s1	1	·	-2	·	-7	-8	·	-2
CCn1nc(NS(=O)(=O)c2ccc(NC(C)=O)cc2)c2cc3cccc(C)c3nc21	1	-3	2	·	5	11	-3	-9
Cc1ccc(CSc2nc3c(c(SCC(=O)O)n2)CCCC3)cc1	·	-10	·	·	-4	4	-1	·
Cc1cc(C)n(-c2ccc3cccc(NS(C)(=O)=O)c3n2)n1	·	-2	·	·	3	-3	7	·
CSc1nnc(NC(=O)C23CC4CC(CC(C4)C2)C3)s1	0	-7	-7	·	-3	-2	58*	-9
Cc1nn(Cc2ccccc2)c(Cl)c1C(=O)OC1CCOC1=O (centres undefined)	·	1	·	·	3	-5	7	·
COc1cccc(CNC(=O)[C@H]2CCCN2C(=O)C2CCCN2C(=O)c2ccc(OC)c(F)c2)c1 (some centres undefined)	-3	·	-2	-0.3	·	·	·	-2
C[C@@H]1CCCCO[C@H](CN(C)CC2CC2)[C@@H](C)CN([C@@H](C)CO)C(=O)c2cc(NS(=O)(=O)c3ccccc3)ccc2O1	5	-3	1	0.2	3	9	-4	35
CCCCCC(=O)Nc1cc(S(=O)(=O)N2CCOCC2)ccc1Oc1ccc(OCC)cc1	1	5	-1	0.5	-3	-5	4	3
COc1ccccc1NC(=O)NNC(=O)c1ccc(-c2ccccc2)cc1	0	-15	8	0.3	-1	-16	·	-8
C[C@H](NC(=O)[C@@H]1[C@@H](CO)[C@@H]2Cn3c(ccc(-c4ccccc4)c3=O)[C@@H]2N1C)c1ccccc1	-4	-10	-1	-0.3	0	3	-2	-3
O=C(CSc1nnnn1-c1cccc(C(=O)O)c1)NC(c1ccccc1)c1ccccc1	-3	-13	2	·	·	·	·	-8
CC(NC(=O)c1cc(COc2c(F)cccc2F)on1)c1cnn(-c2ccccc2)c1 (centres undefined)	-1	-13	0	1.7	6	-12	?	-1
COc1ccc(S(=O)(=O)N(C)C[C@H]2OCCCC[C@H](C)Oc3ccc(NC(=O)Cc4ccccc4)cc3C(=O)N([C@H](C)CO)C[C@H]2C)cc1	-3	-1	2	0.4	-3	-1	-2	-32
COc1cc(C(=O)OCC(=O)NCC2CCCO2)cc(OC)c1OC (centres undefined)	3	1	0	0.2	-8	3	-4	-22
CC(C)N(Cc1cnn(C)c1)Cc1nc(COc2ccccc2)no1	5	9	0	·	-1	-7	6	-12
COCCNC(=O)c1cc(S(=O)(=O)N(C)C2CCCCC2)ccc1Cl	4	·	-5	-0.1	-4	-12	-2	-6
C1=C(CCNCC2CCCCC2)CCCC1	·	-3	·	·	1	-15	-1	·
Cc1ccc(S(=O)(=O)Nc2ccc3c(c2)C(=O)N([C@@H](C)CO)C[C@H](C)[C@H](CN(C)C(=O)Nc2ccc(F)cc2)O3)cc1	3	-17	1	-0.3	-4	5	0	13
C[C@H]1CN([C@@H](C)CO)C(=O)CCCn2cc(nn2)CO[C@@H]1CN(C)S(=O)(=O)c1ccc(C#N)cc1	-6&0	1	9&1	-0.1&0.0	1&-1	-11&2	-2&-3	4&19
Cc1sc(Cc2nc(O)cs2)nc1-c1ccccc1	-44	·	5	·	2	-13	·	-27
COC(=O)C1=C(C)NC(=S)NC1/C=C/c1ccccc1 (centres undefined)	1	0	-6	5.8	-3	2	-3	-15
C[C@H](CO)N1C[C@H](C)[C@H](CN(C)Cc2ccc3c(c2)OCO3)Oc2ccc(N(C)C)cc2C1=O	1	14	0	-4.0	-2	-3	-1	-9
CCn1c(SCC(=O)NCC2CCCO2)nc2cc(S(=O)(=O)N3CCCCC3)ccc21 (centres undefined)	·	1	·	·	5	-7	2	·
Cc1cccc(N2CCN(C(=O)c3c(-c4ccccc4)noc3C)CC2)c1C	-1	2	0	1.1	-7	-3	-2	12
O=C(NCC[C@H]1CC[C@@H](NC(=O)C2CC2)[C@H](CO)O1)c1cnccn1	-2	-4	4	-0.3	0	-13	1	-19
CN(CC(=O)Nc1ccc(OC(F)(F)F)cc1)C(=O)Cc1c(Cl)cccc1Cl	6	-25	-1	1.2	-3	0	-1	-7
CCN(CC(=O)Nc1ccccc1C(F)(F)F)C(=O)Cc1sc(C)nc1-c1ccc(F)cc1	5	·	-2	0.1	·	·	·	-19
CCCCn1c(N)c(N(CC(C)C)C(=O)CCS(=O)(=O)c2ccc(C)cc2)c(=O)[nH]c1=O	0	-29	-1	2.2	8	-10	-4	-12
CN1CCSc2ccc(C(=O)NCc3ccccc3F)cc21	5	4	-1	0.3	-5	3	30	-16
CCc1nnc(NC(=O)CN2CCN(S(C)(=O)=O)CC2)s1	-18	1	-2	-0.2	8	-7	·	-6
Fc1ccc(-c2nnc(-c3ccc(Cl)cc3)o2)cc1	·	21	·	·	-4	2	3	·
O=C(Cn1cnc2c(NCc3ccccc3)ncnc21)NCc1ccc2[nH]ccc2c1	4	-4	-2	-0.2	-4	-3	5	-13
Cc1c(NC(=S)N/C(=N/S(=O)(=O)c2ccc(Cl)cc2)c2ccccc2)c(=O)n(-c2ccccc2)n1C	14	-1	3	·	-9	2	·	6
Cc1cccc(Cc2c(C)nc3c(C(=O)NCc4ccco4)cnn3c2C)c1	·	8	·	·	4	-12	-1	·
C[C@H](CO)N1C[C@H](C)[C@@H](CN(C)Cc2ccncc2)Oc2ccc(NC(=O)Nc3ccc4c(c3)OCO4)cc2C1=O	-1	-2	-7	·	5	-5	-6	14
CCN(C(=O)COC(=O)CCc1ccccc1OC)c1c(N)n(Cc2ccccc2)c(=O)[nH]c1=O	1	-3	1	-0.2	-2	7	-2	-1
CCNC(=O)c1ccc(=O)n(Cc2ccc(Cl)cc2Cl)c1	9	-8	1	0.1	·	·	·	-3
CCSc1nc2sc3c(c2c(=O)[nH]1)CC(C)(C)OC3	3	-6	-3	·	-1	1	10	4
CC(C)NC(=O)N(C)C[C@H]1Oc2c(NC(=O)Nc3ccccc3)cccc2C(=O)N([C@H](C)CO)C[C@@H]1C	0&-1	3&2	1&2	-0.1&0.0	1&5	-46&9	5&-10	14&-3
CCCn1c(=O)c2c(nc3n2CCCN3CCc2ccc(OC)c(OC)c2)n(C)c1=O	1	5	-3	1.3	2	-8	2	-9
N#C[C@@H]1[C@H](c2ccccc2C2=CCCC2)[C@H](CO)N1C(=O)NC1CCCC1	-2	·	3	0.2	·	·	·	-24
O=[N+]([O-])c1cccc(COc2ccc(CN3CCCC3)cc2)c1	5	1	3	1.0	3	3	35	13
Remaining list, next part.
SMILES	ERp5 inh	ARNT TACC3 PPI	CASP6 VEID inh	E-selectin induc	PglD inh	RAD54 branch	esBAF inh	RAD52 inh
O=C(NCc1ccccn1)c1ccccc1OCc1ccccc1Cl	2	·	1	0.0	-4	4	3	-4
CCCCCN1C=CC(=C2C(=O)c3ccccc3C2=O)C=C1	-7	-10	0	11	·	·	·	-127
O=C(CCNS(=O)(=O)c1cccc2nonc12)NCc1cccs1	·	-2	·	·	-4	-2	-5	·
CCCNC(=O)N(C)C[C@@H]1Oc2ncc(C#CC3CCCCC3)cc2C(=O)N([C@@H](C)CO)C[C@H]1C	1	17	-2	0.1	1	2	-4	14
COC(=O)c1ccc(C(=O)NN)cc1	-1	-2	-1	·	-4	-1	-6	2
COC(=O)c1c(-c2ccc(C)cc2)csc1NC(=O)c1c(-c2ccccc2)noc1C	5	·	-4	0.0	·	·	·	-23
O=S(=O)(CCc1nc2ccccc2o1)c1ccc2ccccc2c1	·	-7	·	·	-2	-6	-6	·
Cc1ccccc1OCC(=O)OCC(=O)N1CCc2ccccc21	2	·	0	-0.2	-1	1	-4	-8
CCCC(=O)Nc1ccc2c(c1)C(=O)N(C)C[C@@H](OC)[C@H](C)CN(Cc1ccccc1)[C@@H](C)CO2	0	4	-3	-0.2	1	1	0	-51
CC(C)NC(=O)N(C)C[C@@H]1Oc2ncc(C#Cc3ccc(C(F)(F)F)cc3)cc2C(=O)N([C@H](C)CO)C[C@@H]1C	-3	-3	5	0.6	-9	4	-1	8
Cn1c(=O)c2c(SCC(=O)NCC3CCCO3)nc(CC(C)(C)C)nc2n(C)c1=O (centres undefined)	1	-8	-2	-1.6	4	4	0	-19
